Bioassay records deposited in PubChem by National Center for Advancing Translational Sciences (NCATS).
CRE-bla Fsk: CRE-bla signaling modulation under forskolin stimulation. CHO CRE-bla reporter (cAMP response element driving beta-lactamase), forskolin EC10, beta-lactamase ratio. Potency, µM (highest dose often 38.2 µM), for the others: at the highest dose activity change, negative = inhibition, usual class: activators. hit rate 2.5% among 71,000; active = well fitted activation curve with a large enough effect in the signal ratio, with a control signal flat, not every such curve was filed as active; inconclusive = small, poorly fitted or top-dose-only effect, or effect the other way, or a change in a side signal; the % refers to the signal ratio; also: potency is read from the fitted curve at half-maximal effect; % of control where 0% means no effect
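CRE-bla CHO reporter cells treated with compound titration plus EC10 NKH 477 (water-soluble forskolin), incubated 3 h at 37 °C; CCF4 loading 2 h at room temperature, 460/530 nm emission ratio read, AC50 values derived for positive or negative modulators.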
HBB splicing: modulators of hemoglobin beta chain splicing | HBB splicing reporter cell assay, activation; EGFP reporter with mutant IVS2-654 intron; response scale: normalised to 500 nM splice-correcting PNA | Potency, µM (doses to about 46.1 µM), for the others: at the highest dose activation, hits mostly activators | hit rate 0.06% among 65,000; also: potency is read from the fitted curve at half-maximal effect; 0% is about no effect
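HeLa cells stably expressing EGFP interrupted by mutant beta-globin intron 2 (IVS2-654), 500/well in 2% FCS. Treated with compound for 2 days at 37C. Splicing correction scored as total well GFP intensity (488 nm excitation, 500-520 nm emission); 500 nM antisense PNA served as control.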
ERK AVP block: inhibitors of vasopressin-stimulated ERK signaling pathway; HEK293-V1b, vasopressin-stimulated pERK AlphaScreen; Potency, µM (highest dose often 57.5 µM), inactives show top-dose activity, negative = inhibition, most hits filed as inhibitors; hit rate 0.99% among 72,000; also: potency is read from the fitted curve at half-maximal effect; % is scaled to controls: 0 for no effect and ±100 for the full control effect; nearly all actives have a fitted effect of over 55% in size
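Phosphorylated ERK1/2 detected via AlphaScreen bead proximity in lysates of V1b-expressing HEK293 cells given 25 nM vasopressin for 5 min after 30 min compound exposure (37 °C). AC50 from Hill equation; basal DMSO 0%, vasopressin 100%.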
Epigenetic mod: derepresses silenced GFP locus in mouse C127i cells. mouse C127i GFP locus derepression, cytometry, 30 h. Potency, µM (highest dose often 46.1 µM), for inactives: at the highest dose GFP derepression (activation). AID 597. hit rate 0.09% among 68,000; also: % of control where 0% means no effect
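Murine C127i mammary cells carrying a silenced, stably integrated CMV-driven GFP reporter were treated with compound for 30 hours at 37 C. After PBS washes, GFP-positive cells were counted by laser-scanning microplate cytometry.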
UbGFP stabilizer: ubiquitin-GFP accumulation via proteasome inhibition. Ubiquitin-GFP reporter cells, proteasome inhibition, GFP fluorescence; response scale: untreated = 0%, 10 µM MG-132 = 100%. Potency, µM (series often up to 45.9 µM), inactives show at the highest dose activation (GFP accumulation), actives largely listed as activators. 67,000 tested, under 10 active. AID 526; active = well fitted activation curve with a large enough effect, not every such curve was filed as active; inconclusive = small, poorly fitted or top-dose-only effect, or another doubt; inactive = no such curve, though single readings can be large or run the other way; also: potency is read from the fitted curve at half-maximal effect
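U2OS Ub(G76V)-GFP reporter; O/N plating, 0.5% FBS; cpd 46 uM–2.9 nM, 4 h, 37 °C; GFP+ cell count, 488/515 nm; norm. to basal vs 10 uM MG-132; CRC fit.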
15-hLO inh: 15-hLO (ALOX15) enzyme inhibition. hit rate 1.4% among 74,000. purified 15hLO-1, xylenol orange hydroperoxide absorbance. AID 887. Potency, µM (highest dose often 57.1 µM), for inactives: at the highest dose activity change, negative = inhibition, actives largely listed as inhibitors. P16050; also: potency is read from the fitted curve at half-maximal effect; % is scaled to controls: 0 for no effect and ±100 for the full control effect; nearly all actives have a fitted effect of over 55% in size
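Compounds were preincubated 15 min at room temperature with 40 nM purified human enzyme (25 mM Hepes pH 7.5, 0.01% Triton X-100); 50 uM arachidonic acid reacted 6 min. Fe-xylenol orange detection, 30 min, absorbance ratio 573/405 nm.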
Tau filament bind: binds recombinant human tau filaments; recombinant tau filaments, thioflavin S fluorescence, 15 h; filaments grown with octadecylsulfate alongside compound; P10636; Potency, µM (highest dose often 57.1 µM), without a hit: top-dose activity change, negative = inhibition; hit rate 2% among 71,000;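 also: potency is read from the fitted curve at half-maximal effect; % is scaled to controls: 0 for no effect and ±100 for the full control effect; actives lower thioflavin S fluorescence by blocking filaments or displacing dye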
Target sequence (P10636 whole entry, looked up): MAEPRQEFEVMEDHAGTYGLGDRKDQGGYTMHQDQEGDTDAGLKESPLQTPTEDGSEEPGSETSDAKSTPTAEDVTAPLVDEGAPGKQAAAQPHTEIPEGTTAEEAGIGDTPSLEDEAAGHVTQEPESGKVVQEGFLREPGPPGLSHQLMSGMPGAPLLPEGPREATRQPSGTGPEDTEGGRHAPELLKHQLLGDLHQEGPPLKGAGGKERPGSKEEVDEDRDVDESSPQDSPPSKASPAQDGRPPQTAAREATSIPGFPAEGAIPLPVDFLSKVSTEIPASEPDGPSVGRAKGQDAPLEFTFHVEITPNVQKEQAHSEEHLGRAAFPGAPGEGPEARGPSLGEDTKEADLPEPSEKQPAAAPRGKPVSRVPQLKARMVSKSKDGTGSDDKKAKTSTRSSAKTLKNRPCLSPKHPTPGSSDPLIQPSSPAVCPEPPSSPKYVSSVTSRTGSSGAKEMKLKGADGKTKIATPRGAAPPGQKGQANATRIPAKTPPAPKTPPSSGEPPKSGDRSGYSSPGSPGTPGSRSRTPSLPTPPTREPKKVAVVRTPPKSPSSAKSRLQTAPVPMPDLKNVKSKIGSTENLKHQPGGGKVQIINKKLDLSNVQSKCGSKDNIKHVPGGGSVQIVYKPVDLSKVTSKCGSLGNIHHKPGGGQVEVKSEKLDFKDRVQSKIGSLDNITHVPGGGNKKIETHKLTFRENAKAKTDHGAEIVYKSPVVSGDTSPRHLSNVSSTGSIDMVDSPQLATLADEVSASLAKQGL
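His-tagged recombinant human tau (exons 2, 3 and 10 included), 1 uM, was induced to fibrillize by 30 uM sodium octadecylsulfate with compound present. After 15 h at 37 C, thioflavine S fluorescence (ex 450, em 510 nm) was read.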
FLuc inh: firefly luciferase inhibition | purified firefly luciferase, luminescence, 8 min | AID 411 | Potency, µM (highest dose often 57.1 µM), for the others: at the highest dose activity change, negative = inhibition, most hits filed as inhibitors | hit rate 2.2% among 72,000 | P08659; also: potency is read from the fitted curve at half-maximal effect; % is scaled to controls: 0 for no effect and ±100 for the full control effect; nearly all actives have a fitted effect of over 40% in size
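qHTS concentration-response profiling: light output of P. pyralis luciferase with luciferin and 10 uM ATP, imidazole buffer pH 7.2. Read by luminescence after 8-min room-temperature incubation.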
DNA Pol III inh: blocks replication by bacterial DNA polymerase III holoenzyme; reconstituted DNA polymerase III holoenzyme replication, biochemical; Potency, µM (titrated, usually from 57.1 µM), for the others: at the top dose activity change, negative = inhibition; hit rate 0.25% among 71,000; also: potency is read from the fitted curve at half-maximal effect; % is scaled to controls: 0 for no effect and ±100 for the full control effect
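Reconstituted *E. coli* holoenzyme (0.35 nM Pol III, 1 nM beta, 154 nM SSB, 2 nM primase) was preincubated with compound for 15 min at RT. Synthesis on 1.4 nM ssM13Gori ran 35 min, then was stopped with PicoGreen/EDTA and read as dsDNA fluorescence.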
Hsp90 Hop PPI: changes Hsp90-Hop TPR2A binding signal, up or down | AlphaScreen TPR2A-His6 binding biotin-Hsp90 C-terminal peptide | Potency, µM (highest dose often 57 µM), for the others: at the top dose activity change, negative = inhibition | AID 595 | hit rate 0.44% among 71,000; active = well fitted curve in either direction with a large enough effect; inconclusive = small, poorly fitted or top-dose-only effect, or another doubt; also: potency is read from the fitted curve at half-maximal effect; % is scaled to controls: 0 for no effect and ±100 for the full control effect; many of its hits are not listed in these tables
HADH2 inh: blocks human hydroxyacyl-CoA dehydrogenase type II | Q99714 | recombinant HADH2, NADH fluorescence, beta-hydroxybutyryl-CoA | Potency, µM (titrated, usually from 57.1 µM), for inactives: at the top dose activity change, negative = inhibition, actives largely listed as inhibitors | hit rate 3.4% among 73,000; also: potency is read from the fitted curve at half-maximal effect; % is scaled to controls: 0 for no effect and ±100 for the full control effect; nearly all actives have a fitted effect of over 60% in size; many of its hits are not listed in these tables
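NADH fluorescence (ex 360/em 450 nm) read every 30 s for 4 min; activity taken as last-minus-first time point difference. Enzyme 20 nM, NAD+ 1 mM, beta-hydroxybutyryl-CoA 90 uM, pH 9.0 Tris buffer.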
* = called active by the depositor; ? = inconclusive; . = no result given; & = joins results of further samples; [ ] = remark or other dose. Unless noted, calls follow the shape of the dose curve; as a rule, active = well fitted curve in the direction sought with a large enough effect; inconclusive = small, poorly fitted or top-dose-only effect, or another doubt; inactive = no such curve, though single readings can be large; an effect the other way counts as inactive or inconclusive.

Below each compound: CRE-bla Fsk	HBB splicing	ERK AVP block	Epigenetic mod	UbGFP stabilizer	15-hLO inh	Tau filament bind	FLuc inh	DNA Pol III inh	Hsp90 Hop PPI	HADH2 inh
- O=C(O)CCC(=O)c1ccc2c(c1)OCCCO2
    -5%	2.1%[57.5 µM]	-12%	0%	-2%	12%	-8%	4%	-3%	3%	-15%
- COc1nc(N)nc2c1ncn2[C@@H]1C[C@H](O)[C@@H](CO)O1
    10%[7.6 µM]	-0.9%[9.22 µM]	13%[11.5 µM]	6%[9.22 µM]	5%[9.17 µM]	6%[11.4 µM]	-3%[11.4 µM]	6%[11.4 µM]	-10%[11.4 µM]	-4%[11 µM]	0%[11.4 µM]
- O=C(O)[C@H]1CCCNC1
    6%&-1%	-0.6%	12%	0%&-1%	0%&5%	-15%[25.6 µM]	?	2%&2%	-6%&-4%	-11%&-2%	18%&-8%
- CN(Cc1ccccc1)Cc1ccccc1F
    8%	-1.1%	27%	-2%	2%	2%	-9%	3%	-7%	3%	2%
- C=CCOC(=O)C1=C(C)Nc2nnnn2C1c1cc(OC)ccc1OC (centres undefined)
    -5%	-3.7%	-12%	2%	-2%	-1%	6%	2%	-1%	-5%	?
- CCN(CC)CCNC(=O)CS(=O)Cc1nc(-c2ccc(C)cc2)oc1C (centres undefined)
    -1%	-0.7%	-1%	0%	4%	0%	3%	-1%	-9%	-3%	0%
- COc1ccc(CC(=O)NCc2nnc(SCC(=O)N3CCN(c4ccccc4)CC3)n2C)cc1
    1%	3.4%	-8%	6%	-3%	-1%	-5%	3%	2%	2%	4%
- CCCC(=O)Nc1cc(C)c(NC(=O)c2ccncc2)cn1
    4%	0.1%[57.5 µM]	0%	9%	2%	8%	13%	2%	-2%	-1%	-11%
- Cc1cc(N2CCN(C(=O)c3ccco3)CC2)n2nc(C)c(-c3ccc(Cl)cc3)c2n1
    ?	-0.3%[1.84 µM]	0%	-2%	5%	4%	12%	0%	-6%	-1%	?
- COc1cc2c(cc1OC)-c1cc3ccc(OC)c(OC)c3c[n+]1CC2
    2%[17.1 µM]	1.0%[20.6 µM]	?	2%[20.6 µM]	4%[20.5 µM]	2%	-23%[25.6 µM]	0%[25.5 µM]	-8%[25.6 µM]	-3%[26 µM]	-4%[25.6 µM]

A second format for some results above.
SMILES,CRE-bla Fsk,HBB splicing,ERK AVP block,Epigenetic mod,UbGFP stabilizer,15-hLO inh,Tau filament bind,FLuc inh,DNA Pol III inh,Hsp90 Hop PPI,HADH2 inh
O=C(O)[C@H]1CCCNC1,6%&-1%,-0.6%,12%,0%&-1%,0%&5%,-15%[25.6 µM],?,2%&2%,-6%&-4%,-11%&-2%,18%&-8%
CN(Cc1ccccc1)Cc1ccccc1F,8%,-1.1%,27%,-2%,2%,2%,-9%,3%,-7%,3%,2%
C=CCOC(=O)C1=C(C)Nc2nnnn2C1c1cc(OC)ccc1OC (centres undefined),-5%,-3.7%,-12%,2%,-2%,-1%,6%,2%,-1%,-5%,?
CCN(CC)CCNC(=O)CS(=O)Cc1nc(-c2ccc(C)cc2)oc1C (centres undefined),-1%,-0.7%,-1%,0%,4%,0%,3%,-1%,-9%,-3%,0%
COc1ccc(CC(=O)NCc2nnc(SCC(=O)N3CCN(c4ccccc4)CC3)n2C)cc1,1%,3.4%,-8%,6%,-3%,-1%,-5%,3%,2%,2%,4%
CCCC(=O)Nc1cc(C)c(NC(=O)c2ccncc2)cn1,4%,0.1%[57.5 µM],0%,9%,2%,8%,13%,2%,-2%,-1%,-11%
Cc1cc(N2CCN(C(=O)c3ccco3)CC2)n2nc(C)c(-c3ccc(Cl)cc3)c2n1,?,-0.3%[1.84 µM],0%,-2%,5%,4%,12%,0%,-6%,-1%,?
COc1cc2c(cc1OC)-c1cc3ccc(OC)c(OC)c3c[n+]1CC2,2%[17.1 µM],1.0%[20.6 µM],?,2%[20.6 µM],4%[20.5 µM],2%,-23%[25.6 µM],0%[25.5 µM],-8%[25.6 µM],-3%[26 µM],-4%[25.6 µM]

Next compounds:
Below each compound: CRE-bla Fsk	HBB splicing	ERK AVP block	Epigenetic mod	UbGFP stabilizer	15-hLO inh	Tau filament bind	FLuc inh	DNA Pol III inh	Hsp90 Hop PPI	HADH2 inh
- CC(C)CN(C(=O)COC(=O)Cc1n[nH]c(=O)c2ccccc12)C1CCS(=O)(=O)C1 (centres undefined)
    -3%	-0.1%[57.5 µM]	22%	4%	0%	4%	5%	2%	7%	-1%	1%
- CCOC(=O)c1c(C)[nH]c(C)c1C(=O)CSc1nnnn1-c1ccccc1
    16%	0.4%	2%	-1%	1%	2%	3%	2%	-3%	-6%	18%
- Cc1ccc(-n2c(-c3ccncc3)nnc2-c2ccco2)cc1
    12%	.	-1%	-2%	-1%	2%	-5%	2%	-11%	1%	4%
- CCc1nc(N2CCOCC2)c(C#N)c2c1COC(C)(C)C2
    ?	-1.1%	-20%	4%	1%	-6%	24%	1%	7%	-1%	25µM*
- O=C(NC12CC3CC(CC(C3)C1)C2)C1CCCN1C(=O)NC1CCCCC1 (centres undefined)
    -1%	.	-7%	-3%	3%	4%	1%	-5%	3%	0%	-2%
- Cc1ccnc(N2C(=O)c3ccccc3C2Nc2cccc(C)c2C)c1 (centres undefined)
    1%	-0.8%	.	.	2%	3%	117%	-1%	-1%	-2%	1%
- Cn1c(=O)cc(N2CCc3ccccc32)[nH]c1=O
    ?	-0.5%	.	.	1%	?	-9%	-16%	-4%	-8%	-11%
- CC(=O)Nc1cccc(NC(=O)CCn2cnc3cc(C)c(C)cc32)c1
    -7%	-1.1%	-10%	1%	0%	3%	-12%	2%	-1%	-3%	16%

These rows are one share of the data; the hit share may differ from the screen's.
